# High-throughput results from PubChem.
# Vif-APOBEC3G blk – qHTS for Inhibitors of Vif-A3G Interactions: qHTS; DNA dC->dU-editing enzyme APOBEC-3G (Homo sapiens), Q9HC16; HeLa A3G-eYFP + Vif (tagged APOBEC3G with the HIV-1 protein that degrades it), YFP fluorescence, overnight; Potency, µM (doses to about 46.1 µM), for inactives: at the highest dose activity, negative = active, usual class: inhibitors; 410,000 compounds, 0.076% hits; AID 602310, 2012;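 note: potency is the fitted concentration of half-maximal effect; % is set by controls: 0 for no effect and ±100 for the full control effect; nearly all actives have a fitted effect of over 60% in size; hits raise eYFP signal because A3G escapes Vif-driven loss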
#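 Read-out is eYFP fluorescence (Ex 488/Em 500-530) from Vif-expressing HeLa A3G-eYFP cells; more signal means A3G escaped Vif-mediated degradation. Cells plated overnight, compound pinned in, incubated overnight at 37 deg C.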
# IDH1 R132H inh – qHTS for Inhibitors of mutant isocitrate dehydrogenase 1 (IDH1): qHTS | Isocitrate dehydrogenase [NADP] cytoplasmic (Homo sapiens), O75874 | IDH1-R132H enzyme, NADPH consumption, diaphorase/resazurin fluorescence | Potency, µM (doses to about 76.6 µM), inactives show at the highest dose activity change, negative = inhibition, hits mostly inhibitors | 390,000 compounds, 0.093% hits; note: potency is the fitted concentration of half-maximal effect; % is set by controls: 0 for no effect and ±100 for the full control effect; nearly all actives have a fitted effect of over 65% in size
#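 IDH1-R132H (0.5 ug/mL dispensed) in pH 7.5 Tris buffer was preincubated 30 min with compound, then given a substrate mix of 0.016 mM NADPH and 2 mM alpha-KG for 80 min at room temperature; remaining NADPH was read by diaphorase/resazurin fluorescence.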
# Vif-A3F inh – qHTS for Inhibitors of Vif-A3F Interactions: qHTS | Potency, µM (top dose mostly 46.1 µM), for inactives: at the top dose activity, negative = active | HeLa A3F-eYFP + Vif (tagged APOBEC3F with the HIV-1 protein that degrades it), YFP fluorescence increase | 390,000 compounds, 0.2% hits; note: potency is the fitted concentration of half-maximal effect; % of control where 0% means no effect; nearly all actives have a fitted effect of over 65% in size
#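 Fluorescence increase (Ex 488/Em 500-530) after overnight compound treatment at 37 deg C flags inhibition of Vif-driven A3F-eYFP loss in stable HeLa A3F-eYFP/Vif cells seeded overnight beforehand.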
# LDHA block – qHTS assay for inhibitors of human lactate dehydrogenase | activity change, % (values are at about 110 or 230 µM) | L-lactate dehydrogenase A chain (Homo sapiens), P00338 | purified LDHA, NADH/diaphorase-resazurin fluorescence; stronger effect = lower value | 480,000 compounds, 0.15% hits; in the data active = activity change below about -30%; inconclusive = mostly about -25% to -30%;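 note: plate controls were DMSO wells for no effect and wells without enzyme for full effect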
#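 Enzyme activity of human lactate dehydrogenase 5 (2 nM; 0.06 mM NADH, 0.2 mM pyruvate, 5 min, RT) is measured via a resazurin/diaphorase fluorescence readout of residual NADH.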
# TrxR1 substrate – qHTS Assay for Substrates of Mammalian Selenoprotein Thioredoxin Reductase 1 (TrxR1): qHTS | Thioredoxin reductase 1, cytoplasmic (Rattus norvegicus), O89049 | Potency, µM (highest dose often 114 µM), for inactives: at the highest dose activity change, negative = substrate turnover | AID 588456, 2011 | purified TrxR1 substrate turnover, NADPH consumption readout | 390,000 compounds, 0.01% hits; note: potency is the fitted concentration of half-maximal effect; % is set by controls: 0 for no effect and ±100 for the full control effect; nearly all actives have a fitted effect of over 50% in size
#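 Rat TrxR1, dispensed at 90 nM, was prereduced with 400 uM NADPH (final) for 5 min at ~22 deg C, then incubated with compound 15 min before 400 uM selenite. A first-read NADPH fluorescence drop versus no-compound background flagged substrates.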
# Glioma ERSR ind – qHTS for Inducers of the Endoplasmic Reticulum Stress Response (ERSR) in Human Glioma: qHTS; AID 602332, 2012; Potency, µM, for inactives: top-dose activation, usual class: activators; U87-MG GRP78 promoter luciferase reporter, 16 h; 420,000 compounds, 0.02% hits; note: potency is the fitted concentration of half-maximal effect; series mostly up to about 76 µM; % of control where 0% means no effect; nearly all actives have a fitted effect of over 35% in size
#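 Stably transfected U87-MG glioma cells carrying a GRP78-based luciferase sensor; 16 h compound incubation. Luminescence end-point read 10 min after Bright-Glo addition at room temperature.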
# rTrxR1 inhibitor – qHTS Assay for Inhibitors of Mammalian Selenoprotein Thioredoxin Reductase 1 (TrxR1): qHTS. Thioredoxin reductase 1, cytoplasmic (Rattus norvegicus), O89049. 390,000 compounds, 1% hits. Potency, µM (doses to about 114 µM), without a hit: at the highest dose activity change, negative = inhibition, actives largely listed as inhibitors. recombinant rTrxR1, NADPH fluorescence consumption, selenite substrate. AID 588453, 2011; note: potency is the fitted concentration of half-maximal effect; % is set by controls: 0 for no effect and ±100 for the full control effect; nearly all actives have a fitted effect of over 65% in size
#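 Rat TrxR1 (90 nM in the dispensed reagent) was pre-reduced with 400 uM NADPH for 5 min at room temperature, then incubated with compound for 15 min. After 400 uM selenite was added, NADPH fluorescence (Ex 340/Em 450 nm) was followed for 8 min.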
# USP1 inh – Inhibitors of USP1/UAF1: Primary Screen. 390,000 compounds, 0.23% hits. Potency, µM (highest dose often 57.1 µM), without a hit: top-dose activity change, negative = inhibition, most hits filed as inhibitors. AID 743255, 2014. recombinant USP1/UAF1, Ub-Rhodamine cleavage fluorescence; note: potency is the fitted concentration of half-maximal effect; % is set by controls: 0 for no effect and ±100 for the full control effect; nearly all actives have a fitted effect of over 60% in size; inactives centre near -12
# Target sequence (O94782 whole entry, looked up): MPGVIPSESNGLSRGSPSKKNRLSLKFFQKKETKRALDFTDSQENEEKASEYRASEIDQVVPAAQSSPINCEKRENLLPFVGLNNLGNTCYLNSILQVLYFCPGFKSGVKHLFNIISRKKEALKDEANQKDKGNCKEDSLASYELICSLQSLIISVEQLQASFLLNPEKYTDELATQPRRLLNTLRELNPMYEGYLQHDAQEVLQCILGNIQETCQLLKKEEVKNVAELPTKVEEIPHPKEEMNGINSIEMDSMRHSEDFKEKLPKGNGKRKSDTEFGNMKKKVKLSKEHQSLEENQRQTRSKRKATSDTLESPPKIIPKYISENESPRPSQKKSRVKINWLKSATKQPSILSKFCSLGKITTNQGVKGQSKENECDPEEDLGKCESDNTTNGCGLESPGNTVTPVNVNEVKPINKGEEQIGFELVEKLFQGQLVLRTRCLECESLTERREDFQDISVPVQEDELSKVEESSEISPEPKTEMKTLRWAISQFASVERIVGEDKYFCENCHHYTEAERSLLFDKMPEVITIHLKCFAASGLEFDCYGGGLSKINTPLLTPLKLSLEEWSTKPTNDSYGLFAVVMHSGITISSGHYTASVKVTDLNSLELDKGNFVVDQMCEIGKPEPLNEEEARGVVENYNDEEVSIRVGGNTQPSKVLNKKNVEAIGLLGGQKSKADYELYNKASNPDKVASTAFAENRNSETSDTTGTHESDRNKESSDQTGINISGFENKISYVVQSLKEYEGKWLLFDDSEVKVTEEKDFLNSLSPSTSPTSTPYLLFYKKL
#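 USP1/UAF1 complex at 1 nM was preincubated with compound for 15 min at room temperature, then Ub-Rho substrate (150nM final) was added. Fluorescence (480/540 nm) was read kinetically, 6 reads every 60 seconds.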
# RGS4 inh – Inhibitors of Regulator of G Protein Signaling (RGS) 4: qHTS; Regulator of G-protein signaling 4 (Homo sapiens), P49798; Transcreener GDP fluorescence polarization, RGS4-accelerated GTP hydrolysis; Potency, µM (highest dose often 114 µM), for the others: at the highest dose activity change, negative = inhibition, hits mostly inhibitors; 390,000 compounds, 0.039% hits; note: potency is the fitted concentration of half-maximal effect; % is set by controls: 0 for no effect and ±100 for the full control effect; nearly all actives have a fitted effect of over 75% in size; some results filed as inactive show a strong effect at the top dose
# Target sequence (P49798 whole entry, looked up): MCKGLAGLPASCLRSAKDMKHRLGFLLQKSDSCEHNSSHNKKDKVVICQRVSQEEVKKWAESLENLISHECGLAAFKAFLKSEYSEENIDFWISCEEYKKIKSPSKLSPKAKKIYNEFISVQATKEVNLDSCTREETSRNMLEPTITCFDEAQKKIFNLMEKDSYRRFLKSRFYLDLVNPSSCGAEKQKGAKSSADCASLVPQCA
#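 MLSMR compounds (23 nl, pin-transferred) preincubated 10 min at room temperature with a 500nM (2x) first reagent, then RGS4 at 900nM (2x) plus Transcreener GDP mix added; fluorescence polarization (620/688 nm) read before and after 90 min at 30 °C.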
# * marks the source's active call; other numbers are inactive results; ? = inconclusive; · = not tested or not shown; [ ] = dose if it differs, or a comment. Unless noted, calls come from the whole dose curve; as a rule, active = well fitted curve in the direction sought with a large enough effect; inconclusive = small, poorly fitted or top-dose-only effect, or another doubt; inactive = no such curve, though single readings can be large; an effect the other way counts as inactive or inconclusive.
item	mol	Vif-APOBEC3G blk	IDH1 R132H inh	Vif-A3F inh	LDHA block	TrxR1 substrate	Glioma ERSR ind	rTrxR1 inhibitor	USP1 inh	RGS4 inh
1	Cc1ccc(-n2nc(C(=O)NN)c(C)c(C#N)c2=O)cc1Cl	1.9%	-7.0%	9.6%	14.6	-5.6%	-10.8%	-0.9%	-23.7%	-29.4%
2	CCC1CC(C(=O)Nc2ccccc2)C(=O)O1 (stereo not given)	-4.2%	10.2%	4.5%	-8.6	4.4%	-2.9%	20.6%	-23.3%	2.3%
3	O=C(Oc1oc(-c2ccco2)nc1C=Nc1ccc(Cl)cc1)c1ccco1	-0.8%	3.2%	-7.6%	-5.3	9.2%[57.1 µM]	-1.1%	-41.3%	-8.2%	-26.7%
4	COC(=O)CC/C(O)=C1\C(=O)CC(C)(C)CC1=Nc1ccccc1OC	-26.6%	7.6%	-9.3%	-5.1	-3.0%	-5.1%	-3.4%	-14.0%	-14.4%
5	Cc1ccc(NC(=O)CNCC2CCCCC2)cc1S(=O)(=O)N(C)C	0.4%	-0.8%	-17.2%	-16.0	2.4%	0.4%	22.3%	-20.9%	-11.9%
6	COc1ccc(-c2cn3nc(N4CCC(C(=O)Nc5cccc(Cl)c5)CC4)sc3n2)cc1	2.2%	-17.3%	-2.9%	5.3	-0.6%[57.1 µM]	-2.5%	34.1%[57.1 µM]	11.9%	-10.1%
7	CC[C@]12c3[nH]c4ccccc4c3CCN1C(=O)C(CC(=O)NCc1ccco1)C[C@@H]2C(=O)N1CCN(C(=O)c2ccco2)CC1 (stereo not given in full)	-1.0%	-9.6%	6.1%	-1.5	-0.5%	-1.2%	11.7%	-12.5%	6.8%
8	N#C/C(=C(/O)Cc1cccc2ccccc12)c1nc2ccccc2s1	0.5%	1.3%	-3.1%	-5.9	13.3%[57.1 µM]	-0.3%	4.2%[57.1 µM]	-22.6%	-18.5%
9	Fc1ccc(Nc2nc(-c3cccc(Cl)c3)c3c(n2)-c2ccccc2OC3)cc1	0.4%	-6.9%	4.3%	-2.0	17.6%	-4.1%	15.3%	-25.3%	-33.7%
10	NS(=O)(=O)c1ccc(CCNC(=O)c2ccc3nc(CCc4ccccc4)oc3c2)cc1	5.7%	15.6%	-6.3%	-1.3	3.2%[57.1 µM]	-2.3%	7.0%[57.1 µM]	-14.0%	-19.2%
11	CCN1CCN(C(=O)c2ccc(N3CC4CC(C3)c3cccc(=O)n3C4)c(NC(=O)c3cc(OC)cc(OC)c3)c2)CC1 (stereo not given)	-0.3%	1.6%	-12.0%	-1.5	6.6%[57.1 µM]	-2.4%	9.2%[57.1 µM]	-4.0%	-3.9%[56.9 µM]
12	S=c1[nH]nc(-c2cc(-c3ccccc3)n[nH]2)n1/N=C/C(Br)=C/c1ccccc1	?	?	11.2%	-18.1	6.8%[57.1 µM]	-12.8%	-28.3%[57.1 µM]	0.1%	-25.7%
13	COc1ccc(-c2ccc(-c3noc(-c4ccco4)n3)c(OC)n2)cc1	-11.8%	6.6%	-4.1%	-1.5	51.8%[activator][57.1 µM]	-2.6%	-2.7%[57.1 µM]	-12.1%	-11.6%
14	CC12CCC(C3NC(=S)NN=C31)C2(C)C (stereo not given)	-0.4%	2.8%	-5.2%	-15.7	8.7%[57.1 µM]	-5.4%	-6.5%[2.29 µM]	-22.4%	-24.2%
15	Cc1ccc(NS(=O)(=O)c2c(C)[nH]c(C)c2C(=O)N2CCCCC2)c(Br)c1	2.9%	-3.3%	0.5%	-2.0	4.7%	-0.2%	16.6%	-15.1%	-6.1%[11.4 µM]
16	CCCCCCc1cc2cc(C(=O)Nc3ccc(OC)cc3)c(=O)oc2cc1O	-1.7%	1.3%	2.7%	-1.0	-12.5%	-2.4%	-5.5%	-11.9%	10.5%
17	Cc1cccc(OC(C)C(=O)Nc2nc(-c3cccnc3)cs2)c1 (stereo not given)	0.1%	1.0%	1.4%	-10.0	·	1.9%	·	-14.9%	·
18	CN(c1ccccc1)S(=O)(=O)c1cc(C(=O)Nc2nc3ccccc3[nH]2)ccc1Cl	-5.2%	-2.3%	-12.3%	-1.0	1.5%	0.7%	7.7%	-2.4%	-7.7%
19	C=CCNc1nc(C2(C)CC3(CC(C)(C)OC3=O)C(=O)O2)cs1 (stereo not given)	0.2%	4.1%	?	-14.7	-8.5%	-4.7%	-11.2%	-14.8%	-21.1%
20	CC(C)Oc1ccc(S(=O)(=O)N2CCCCC2)cc1NC(=O)CN1C(=O)NC2(CCCC2)C1=O	2.7%	-0.4%	6.9%	0.2	-2.5%[57.1 µM]	-2.0%	-4.1%[57.1 µM]	-7.6%	-17.1%
21	CSc1nc(N)c2c3c(sc2n1)COC(C(C)C)C3 (stereo not given)	-5.7%	0.4%	-0.1%	-4.9	11.6%[57.1 µM]	-0.3%	10.5%[57.1 µM]	-15.6%	-2.0%
22	CCOC(=O)c1cc(C(=O)NCc2ccc(Cl)cc2Cl)nn1C	-1.3%	-0.4%	-12.9%	-0.5	9.5%[57.1 µM]	-2.5%	-4.0%	-0.5%	14.7%
23	CC/S(=N\S(=O)(=O)c1ccc(C)cc1)c1ccccc1 (stereo not given)	2.0%	-7.9%	5.6%	-18.8	1.6%	-0.2%	26.6%	-22.1%	32.0%
24	O=[N+]([O-])c1cccc(S(=O)(=O)N2CCN(c3nc(-c4ccccc4)nc4ccccc34)CC2)c1	1.4%	·	·	-8.4	-1.0%	-2.6%	5.9%	·	25.4%
25	CC(Nc1nc(-c2ccc(F)cc2)cs1)c1nc2cc(Cl)c(N3CCCCC3)cc2n1CCOCCO (stereo not given)	-10.5%	-8.5%	-3.4%	-2.7	1.8%[57.1 µM]	-0.2%	18.3%[57.1 µM]	-18.4%	6.8%
26	CCOc1ccc(NC(=O)NNC(=O)c2ccc3ccccc3c2O)cc1	1.1%	5.5%	0.5%	6.1	19.1%	-3.6%	8.8%	-19.9%	-13.4%
27	O=C(Nc1ccn(Cc2ccccc2F)n1)c1ccc(COc2cc(Cl)ccc2Cl)o1	9.1%	0.1%	-5.8%	-3.7	-1.4%	-1.1%	6.3%	-2.6%	-5.9%
28	COc1ccc(C(=O)NC(C(=O)NCCc2ccc3c(c2)OCCO3)C(C)C)cc1 (stereo not given)	-4.5%	5.1%	-3.0%	-8.9	0.0%[57.1 µM]	-4.5%	-5.0%	5.2%	-2.2%
29	CCOc1ccc(S(=O)(=O)N2CCc3ccccc3C2)cc1	-5.3%	7.8%	-1.5%	-2.0	-8.2%	-2.1%	-5.4%	-14.5%	-4.9%
30	O=C(Cc1ccccc1)NCC1COc2ccccc2O1 (stereo not given)	-5.7%	2.0%	-3.2%	2.7	-6.8%	-3.5%	7.5%	-16.0%	-6.8%
31	COc1cc(-c2ccno2)ccc1S(=O)(=O)N1CCN(c2ccccc2)CC1	-4.0%	11.8%	-1.9%	-3.7	4.2%[57.1 µM]	3.4%	-7.6%[57.1 µM]	?	-6.8%
32	COc1ccc(CCNc2ncnc3c2nnn3C)cc1OC	3.7%	11.6%	0.8%	0.1	1.8%[57.1 µM]	-3.5%	7.5%[57.1 µM]	-7.1%	-27.7%
33	CC1CCN(c2oc(-c3ccccc3Cl)nc2C#N)CC1	-1.0%	8.2%	-0.5%	1.7	104.7%	3.7%	46.7%	-29.3%	-21.8%
34	Cc1ccc(OCC(=O)NC2CCS(=O)(=O)C2)cc1 (stereo not given)	0.3%	4.5%	-9.2%	-1.5	8.9%	-2.9%	18.3%	-0.4%	0.6%
35	Cc1cc(N2C(=O)C(O)=C(C(=O)c3cc4ccccc4o3)C2c2cccs2)no1 (stereo not given)	-9.1%	-0.7%	-0.2%	3.5	-12.5%	0.7%	?	-13.3%	?
36	CCC(C)c1ccc(O)c(N)c1 (stereo not given)	1.6%	4.5%	-1.4%	14.1	5.3%[57.1 µM]	-0.6%	-9.8%[57.1 µM]	-4.9%	9.0%
37	Cc1ccc(N2CCCn3c2cc(C)c(C#N)c3=O)cc1C	-1.0%	6.0%	-4.3%	-1.1	-4.7%	-0.6%	-4.3%	-14.7%	-10.0%
38	O=C(NC(=S)N1CCN(c2ccc([N+](=O)[O-])cc2Cl)CC1)c1ccco1	-0.4%	3.2%	?	0.7	-9.5%	-3.1%	-27.6%	-16.8%	-42.1%
39	CCOc1ccc(OCCC(=O)N(CC)CC(=O)NCc2cccs2)cc1	-4.7%	10.6%	0.5%	-3.4	3.5%	-3.1%	9.3%	-18.6%	-3.3%

# The list is partial. The share of hits here may be higher or lower than overall.
